NPR1 activator – GC-A (human) enzyme activation; hit rate 0.14% among 370,000; HEK293 GC-A cells, cGMP TR-FRET, EC30 ANP; 0% at EC30 ANP, 100% saturating ANP; activation, % at 10 µM; in the data active means activation above about 40%
ssDAF12 agonist – S. stercoralis DAF-12 activation, primary screen; HEK293 ssDAF-12/GRIP1 lit1-tk-luc reporter, luminescence; % of 3 µM dafachronic acid response; activation, % at 6.8 µM; hit rate 1% among 370,000; AID 652126;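 active means activation above the mean over all tested compounds plus 3 SD, cut at about 0.9% in these data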;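 further: 0% = DMSO-only wells and 100% = 3 µM delta7-dafachronic acid wells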
PG9 Ab binder – binds the HIV-1 gp120 antibody PG9. AID 624416. hit rate 0.43% among 360,000. TR-FRET gp120-PG9 antibody binding. inhibition, % at 6.7 µM; in the data active means inhibition above about 8.5%
FXN GAA850 act – increases GAA850 frataxin promoter reporter activity; HEK293 lucGAA850 FXN promoter luciferase reporter, 24 h; percent of 10 µM SAHA response; activation, % at 6 µM; hit rate 0.56% among 360,000;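 active means activation above the average of all compounds screened plus 3 SD, cutoff fixed separately per campaign, cut at about 7.5% in these data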;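 further: 0% = DMSO wells and 100% = 10 µM SAHA wells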
hgDAF12 agonist – hgDAF-12 agonism, primary luciferase screen. HEK293 GAL4-hgDAF12 UAS-luciferase reporter, agonist luminescence; normalized to butyrate control. activation, % at 6.8 µM. hit rate 1.8% among 370,000. AID 687014;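 active means activation above a cutoff set at the mean of all screened compounds plus 3 SD, cut at about 10% in these data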;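 further: 0% = DMSO wells and 100% = sodium butyrate wells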
DAX1 inh-1 – inhibitors of human orphan nuclear receptor DAX1 (NR0B1) | AID 504766 | hit rate 0.99% among 340,000 | HEK293 Gal4-DAX1 luciferase reporter, luminescence | inhibition, % at 6.75 µM | P51843;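 active means inhibition above the mean over all tested compounds plus 3 SD, cut at about 4.2% in these data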;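 further: 0% = DAX1-transfected cells with DMSO and 100% = empty-vector control cells with DMSO; inhibition shows as a rise in luminescence from relieved DAX1 repression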
Target sequence (P51843 207-470 limits assumed): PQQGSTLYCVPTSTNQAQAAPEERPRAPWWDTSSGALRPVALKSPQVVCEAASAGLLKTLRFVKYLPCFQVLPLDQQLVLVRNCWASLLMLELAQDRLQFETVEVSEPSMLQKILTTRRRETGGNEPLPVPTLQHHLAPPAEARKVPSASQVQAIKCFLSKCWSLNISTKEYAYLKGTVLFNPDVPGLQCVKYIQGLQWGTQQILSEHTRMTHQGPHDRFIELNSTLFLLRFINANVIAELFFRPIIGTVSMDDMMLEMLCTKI
DAX1 inh-2 – blocks DAX1 repression of SF-1 activated StAR promoter; HEK293T StAR-luciferase reporter, SF-1/DAX-1 repression relief; inhibition, % at 6.8 µM; hit rate 1.1% among 370,000; AID 652010;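 active means inhibition above the mean over all tested compounds plus 3 SD, cut at about 3.6% in these data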;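 further: 0% = DAX-1 cells with DMSO and 100% = cells lacking DAX-1 with DMSO; higher inhibition means more luminescence from relief of DAX-1 repression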
hcDAF-12 act – activators of H. contortus DAF-12 nuclear receptor; hit rate 1.4% among 370,000; HEK293 hcDAF-12 lit1-tk-luc reporter, luminescence; 0% DMSO, 100% Δ7-dafachronic acid; AID 652067; activation, % at 6.8 µM;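 active means activation above the mean of all tested compounds plus 3 SD, cut at about 5.5% in these data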;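 further: 100% = response to 3 µM Δ7-dafachronic acid high control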
SMARCA2 activ – increases SMARCA2 function in MMTV reporter cells; hit rate 1% among 370,000; activation, % at 9.1 µM; MG213 cells, MMTV-luciferase reporter, dexamethasone, overnight; AID 652017; in the data active means activation above about 7.8%;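 further: 0% = vehicle wells and 100% = reference activator wells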
ADAM17 inh – inhibits human ADAM17; inhibition, % at 6.95 µM; recombinant ADAM17, EDANS/DABCYL FRET peptide cleavage; P78536; hit rate 0.83% among 370,000;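 active means inhibition above the mean of compounds lying between control limits plus 3 SD, set per campaign, cut at about 8.5% in these data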;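 further: 0% = DMSO-only wells as the low control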
Target sequence (P78536 215-824 limits assumed): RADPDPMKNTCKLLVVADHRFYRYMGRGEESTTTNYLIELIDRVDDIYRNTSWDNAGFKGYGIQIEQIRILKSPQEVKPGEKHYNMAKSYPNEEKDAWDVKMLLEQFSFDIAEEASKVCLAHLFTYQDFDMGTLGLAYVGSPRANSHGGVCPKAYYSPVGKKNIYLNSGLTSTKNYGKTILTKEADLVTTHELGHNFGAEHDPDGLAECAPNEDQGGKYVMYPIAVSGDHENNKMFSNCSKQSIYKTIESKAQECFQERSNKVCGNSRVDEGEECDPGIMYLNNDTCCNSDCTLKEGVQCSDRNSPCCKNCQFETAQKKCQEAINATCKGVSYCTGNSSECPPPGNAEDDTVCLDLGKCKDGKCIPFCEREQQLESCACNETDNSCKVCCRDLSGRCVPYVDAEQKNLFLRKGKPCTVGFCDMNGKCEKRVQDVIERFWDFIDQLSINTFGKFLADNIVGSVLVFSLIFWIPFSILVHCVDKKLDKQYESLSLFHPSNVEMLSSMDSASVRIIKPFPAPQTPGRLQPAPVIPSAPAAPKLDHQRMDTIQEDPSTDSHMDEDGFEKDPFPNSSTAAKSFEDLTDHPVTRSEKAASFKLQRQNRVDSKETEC
ADAM10 inh – ADAM10 inhibition, QFRET primary screen | AID 720582 | inhibition, % at 7 µM | recombinant ADAM10, EDANS/DABCYL FRET peptide cleavage, 3 h | O14672 | hit rate 0.62% among 370,000;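 active means inhibition above a per-campaign cutoff equal to the mean of compounds falling between control-based bounds plus 3 SD, cut at about 20% in these data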;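 further: 0% = DMSO wells while the 100% control is not disclosed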
Active calls of the source: *; . = not tested or not shown.

The line under a structure holds: NPR1 activator | ssDAF12 agonist | PG9 Ab binder | FXN GAA850 act | hgDAF12 agonist | DAX1 inh-1 | DAX1 inh-2 | hcDAF-12 act | SMARCA2 activ | ADAM17 inh | ADAM10 inh
#1 CC1CCCN(C(=O)CCS(=O)(=O)c2cc3c(cc2Cl)NC(=O)CO3)C1 (centres undefined)
  2 | -1.4 | -0.9 | -3.1 | 2.6 | 0.1 | -0.3 | 0.1 | -2 | -2 | -10
#2 COC(=O)c1c(-c2ccc(F)cc2)noc1N
  4 | -1.2 | -0.2 | 0.3 | 1.2 | -0.6 | 0.3 | -1.2 | -2 | -5 | -5
#3 COC(=O)c1ccccc1NC(=O)[C@@H]1CCC(=O)N1C1OC(=O)c2c1ccc(OC)c2OC (some centres undefined)
  -4 | -0.3 | 0.8 | 0.7 | -1.1 | 0.5 | 1.4 | 0.5 | 1 | -2 | -12
#4 CCOC(=O)C1(N(CC)CC)Sc2cc(C)ccc2NC1=O (centres undefined)
  -1 | -1.5 | 0.2 | -3.8 | 5.8 | 4.2 | -2.0 | -1.0 | -4 | 0 | 4
#5 S=C(Nc1ccc2nsnc2c1)NC1CCCCC1
  4 | -0.1 | -5.4 | 0.9 | 10 | 1.5 | 0.9 | 5.2 | 1 | -14 | -54
#6 Cc1ccc(-n2c(C)cc(/C=N/NC(=O)c3ccncc3)c2C)cc1C
  -13 | -1.8 | -1.0 | 0.5 | -1.2 | -0.4 | 0.0 | -1.1 | -4 | 0 | 6
#7 COc1ccc(CNC(=O)C(=O)NCC2OCCN2S(=O)(=O)c2ccc(OC)cc2)cc1 (centres undefined)
  1 | -1.2 | -0.9 | -1.1 | -3.3 | 0.3 | -1.8 | -0.7 | -1 | -5 | 3
#8 COc1ccc(C)cc1S(=O)(=O)N1CCCC(C(=O)N2CCN(c3ccccc3)CC2)C1 (centres undefined)
  -1 | -0.8 | -1.4 | -0.8 | -3.5 | -1.2 | -3.7 | -1.7 | 1 | -2 | 1
#9 Cc1noc(NS(=O)(=O)c2ccc(N3C(=O)c4ccccc4C3=O)cc2)c1C
  0 | -1.1 | 0.5 | -2.2 | 1.5 | 0.6 | -0.4 | -0.5 | -4 | -4 | -4
#10 C/C(CC(=O)Nc1ccc(N(C)C)cc1)=N\NC(=O)c1ccccc1O
  -1 | -0.4 | -4.1 | 0.9 | 3.2 | -1.0 | 0.4 | -0.7 | 2 | -17 | -5
#11 O=C(NCCN1CCN(Cc2ccccc2)CC1)c1ccc(CS(=O)(=O)c2ccc(Br)cc2)o1
  -22 | -0.8 | -2.0 | -1.4 | -2.1 | 0.3 | 0.3 | -3.0 | -2 | -7 | -6
#12 O=C(CNC(=O)c1ccc(-c2ccccc2)cc1)Nc1ccc(S(=O)(=O)Nc2ncccn2)cc1
  1 | -1.4 | -0.5 | -1.6 | -1.5 | 1.2 | -0.4 | 0.6 | -3 | -3 | 0
#13 CSc1ccccc1NC(=O)COc1ccccc1C
  6 | 1.5* | -0.5 | 1.4 | 4.9 | 0.9 | 1.6 | 2.1 | 2 | 0 | -4
#14 CN(C)C(=O)c1nnc(Cc2ccc(Cl)cc2)o1
  -1 | -1.3 | -0.3 | 2.7 | 1.4 | 1.5 | 2.1 | -1.1 | -2 | -5 | -23
#15 CC1C(=O)N(Cc2cn(CC3CCCCC3)nn2)CCS(=O)(=O)N1Cc1ccc(-c2ccncc2)cc1 (centres undefined)
  -1 | -1.9 | -1.6 | -3.3 | -1.6 | -2.3 | -1.1 | -2.6 | -6 | 1 | -5
#16 COc1cccc(/C=N/NC(=S)NCCc2ccccc2)c1
  7 | -1.5 | -2.2 | 1.6 | 0.3 | 0.4 | 0.9 | -2.0 | -6 | 3 | 19
#17 C/C(=N\OC(=O)NC(C)C)c1sc(-c2ccccc2)nc1C
  -3 | -0.6 | -2.2 | 4.9 | 7.7 | 3.7 | -0.5 | -0.2 | 5 | 0 | 6
#18 CC(C)NC(=S)N=Nc1c(O)[nH]c2ccc(C(C)C)cc12
  -3 | -1.3 | -3.1 | -0.8 | -2.1 | -2.1 | -1.0 | -0.4 | -3 | 1 | 4
#19 CC(/C=N/n1c(-c2cccnc2)n[nH]c1=S)=C\c1ccco1
  -4 | -0.4 | 0.8 | . | -0.5 | 0.1 | -0.2 | -0.4 | 1 | -1 | -4
#20 CCOc1cc(C(=O)Nc2ccc3c(c2)OCO3)ccc1OCCOc1ccccc1Cl
  7 | -1.5 | -1.4 | 0.4 | -0.3 | 0.0 | -0.6 | -0.3 | 0 | -5 | 0
#21 CN1C(=O)N(C)C2C1N(C)S(=O)(=O)N2C (centres undefined)
  -7 | -1.2 | 0.1 | 0.2 | -2.3 | 1.3 | 0.2 | -0.5 | 1 | -2 | 0
#22 O=C(Nc1cccnc1N1CCOCC1)c1cc2ccccc2oc1=O
  1 | -0.3 | -2.2 | 1.8 | 3.5 | 0.8 | 0.7 | 0.9 | 0 | -2 | 6
#23 CSc1nc(N)nc2c1ncn2CC(=O)NCc1ccccc1
  3 | 0.9* | 0.4 | 1.1 | -2.3 | -1.4 | -1.1 | 0.5 | -2 | -5 | -10
#24 O=C(Nc1nnc(-c2ccc(Cl)cc2)o1)Nc1ccccc1F
  14 | -1.4 | -0.2 | 1.9 | 2.1 | -1.8 | 0.5 | -0.9 | -2 | 0 | 9
#25 CCOc1ccccc1C(=O)NC1CC2CCCC(C1)N2Cc1ccc(C)cc1 (centres undefined)
  -1 | -1.2 | 1.2 | 0.4 | 1.1 | 1.5 | -0.1 | -0.6 | -1 | 1 | 10
#26 COc1cccc(-c2cc(C(=O)NCc3ccc(Cl)cc3)no2)c1
  -3 | -1.0 | -1.8 | -3.8 | -0.4 | 0.8 | -0.8 | -0.5 | -4 | -2 | 3
#27 CNC[C@@H]1OCc2ccccc2-c2c(n(C)c3ccccc23)C(=O)N([C@@H](C)CO)C[C@@H]1C
  -4 | -0.3 | 0.2 | . | 0.6 | . | -0.3 | 0.8 | -3 | -3 | -8
#28 COc1ccc(-c2cc(CCC(=O)N3CCN(c4cc(C)ccc4C)CC3)on2)cc1
  0 | -1.7 | -0.2 | -0.9 | 0.0 | -0.5 | 0.5 | -2.2 | -6 | 0 | 4
#29 COC(=O)C1C2CC(C(Br)C2Br)C1C(=O)O (centres undefined)
  -1 | -0.4 | -0.8 | -0.4 | -1.2 | 3.7 | 0.9 | -1.0 | -2 | -3 | 0
#30 NC(=S)N/N=C/c1ccc(-c2cc(Cl)c(Cl)cc2Cl)o1
  -28 | 0.0 | 1.5 | 4.1 | 4.9 | -0.8 | -1.3 | 2.7 | -1 | -15 | -41

(cont.)
The line under a structure holds: NPR1 activator | ssDAF12 agonist | PG9 Ab binder | FXN GAA850 act | hgDAF12 agonist | DAX1 inh-1 | DAX1 inh-2 | hcDAF-12 act | SMARCA2 activ | ADAM17 inh | ADAM10 inh
#31 CC12CCC3C(CCC4CC(O)CCC43C)C1CC(=O)C2 (centres undefined)
  3 | -1.0 | -1.9 | 1.3 | 1.9 | . | -0.7 | -2.6 | -1 | -3 | 2
#32 N/C(CC(=O)NCCOc1ccccc1)=N\O
  3 | -0.3 | 1.5 | -0.9 | 0.3 | 0.1 | 0.1 | 0.1 | 1 | -3 | 0
#33 Cc1ccc(NC(=O)CN2C(=O)S/C(=C\c3ccc(OCC(=O)O)c(Br)c3)C2=O)cc1
  -7 | -0.7 | -3.3 | 0.8 | 0.7 | -0.1 | -0.1 | 0.1 | 3 | -4 | 3
#34 CCN1CCN(c2ccc(S(=O)(=O)N3CCCCC3)cc2NC(=O)c2cccc(OC(F)F)c2)CC1
  0 | -0.8 | -1.2 | -0.7 | 0.1 | -1.2 | 0.7 | -2.1 | -1 | -2 | 1
#35 Cn1c(=O)[nH]c(=O)c2c1nc(Br)n2Cc1cccc(Br)c1
  10 | -1.5 | -0.9 | 2.3 | -2.0 | -1.2 | -0.1 | -1.7 | -3 | -3 | -3
#36 CC(OC(=O)CCCN=C1NS(=O)(=O)c2ccccc21)C(=O)c1ccccc1 (centres undefined)
  1 | -0.3 | -2.9 | 0.2 | 1.0 | -3.4 | -2.8 | -0.6 | 2 | -4 | -2
#37 Cc1cc2c(cc1C)-n1nnnc1C(N1CCCNCC1)C(=O)N2 (centres undefined)
  0 | -1.3 | -0.5 | . | 1.4 | . | -0.3 | -1.0 | 0 | -8 | -22
#38 CC1CCCCN1CCNC(=O)c1ccc2c(c1)N(Cc1cccc(Cl)c1)C(=O)c1ccccc1S2(=O)=O (centres undefined)
  -4 | -1.6 | -1.2 | -5.9 | 2.2 | 0.7 | -1.2 | -0.6 | 2 | -3 | 3
#39 CCCCNC(=O)c1ccc(/C=C2\Oc3ccccc3N(C)C2=O)cc1
  2 | -1.1 | 2.0 | 2.9 | -1.2 | -0.2 | -0.3 | -2.6 | -3 | -30 | -113
#40 O=C(NNc1ccc(O)cc1)c1ccc(Br)cc1
  1 | -1.3 | -0.3 | -0.1 | -5.5 | -2.5 | 0.6 | 0.4 | -1 | -9 | -43
#41 Cc1nn(S(=O)(=O)c2ccc(C(C)(C)C)cc2)c(C)c1S(=O)(=O)N1CCOCC1
  2 | -1.3 | 0.9 | 1.0 | -1.8 | 1.1 | -1.2 | 1.5 | -2 | 0 | 6
#42 CCc1ccc2nc(N(CCCN(C)C)C(=O)c3ccc4c(c3)OCCO4)sc2c1
  -6 | -1.6 | 3.5 | -5.1 | -2.3 | 0.6 | 0.7 | -0.1 | -2 | 4 | -3
#43 CCOc1ccccc1C(=O)N/N=C/c1coc2ccc(Cl)cc2c1=O
  4 | 0.5 | -3.3 | 1.6 | 3.1 | 1.6 | -0.6 | 2.4 | -1 | -6 | 10
#44 CC1CCCCN1CC(=O)Nc1ccc2c(c1)OCO2 (centres undefined)
  -4 | -0.9 | -2.1 | 0.9 | 2.1 | 0.5 | 0.9 | -1.4 | 2 | -4 | -2
#45 Cc1cc(=O)n2nc(N3CCCC(C(=O)Nc4ccc(C)c(C)c4)C3)sc2n1 (centres undefined)
  -5 | -1.0 | -2.3 | 3.4 | 1.3 | 0.8 | -0.3 | -0.7 | -1 | -1 | 1
#46 CCc1ccc(NC(=O)c2cnc3n(c2=O)CCS3)cc1
  3 | -0.5 | 3.4 | 0.5 | 9.9 | 0.9 | 2.9 | 4.8 | 2 | -4 | -17
#47 c1ccc(Nc2nc3ccccc3[nH]2)nc1
  -1 | 0.1 | -1.0 | 0.1 | 9.7 | 1.1 | 1.3 | 0.8 | 3 | -2 | -2
#48 Cn1cccc1Cc1nnc(SCC(=O)Nc2ccc(F)cc2F)n1-c1ccc(F)cc1
  3 | -1.4 | -3.3 | -1.7 | 0.6 | 2.9 | 0.0 | -0.5 | 1 | 1 | -12
#49 Cc1cccc(C(=O)N[C@H](C(=O)Nc2nc(C)cs2)C(C)C)c1
  2 | -0.8 | -0.8 | -0.5 | -0.6 | 0.7 | -0.8 | -1.9 | -3 | 1 | 4
#50 COC(=O)[C@]12C[C@H](CC(=O)N3CCOCC3)C(=O)N(Cc3cccc4ccccc34)C1=C[C@H](C1CCCC1)O[C@@H]2C
  -20 | -0.5 | . | . | -0.9 | . | -1.2 | -3.3 | -2 | 2 | 10

Entries by screen from above:
Entries 31–38 in ssDAF12 agonist: -1.0, -0.3, -0.7, -0.8, -1.5, -0.3, -1.3, -1.6
